MEX-5 binding: MEX-5 zinc finger RNA-binding disruptors – biochemical, C. elegans, fluorescence polarization, MLPCN library, primary screen | actives 0.38% (n = 300,000) | AID 1832, 2009 | activity score (negative = inhibition of binding), % at 10 µM | MEX-5/FITC-TCR2 RNA binding; stronger effect = lower value;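 active = inhibition past about -25% in most replicates, and total fluorescence under double the plate's negative control median, limit read from the data; inconclusive = replicates evenly split on the limit, or fluorescence at least double controls; inactive = too little inhibition in most replicates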;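 note: 0% = DMSO and -100% = 5 µM competing unlabeled TCR2 RNA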
CIT2 TOR yeast: modulators of CIT2-GFP expression in yeast, primary screen, S. cerevisiae, GFP fusion, multiplex flow cytometry, MLPCN library. S. cerevisiae CIT2-GFP strain, 3 h; 100 means same as DMSO wells. GFP response vs DMSO, % at 10 µM. actives 0.065% (n = 320,000). AID 2029, 2009;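 active = GFP response relative to DMSO above a set limit, near the screen mean plus 3 SD, cut at about 150% in these data; inconclusive = Fewer than 70 cells measured for a yeast strain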;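 note: ratio of well median GFP fluorescence to mean of DMSO wells on the plate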
BCLXL inh: inhibitors of human Bcl-xL, primary screen, biochemical, fluorescence polarization, HTS | Bcl-2-like protein 1 (Homo sapiens), Q07817 | GST-Bcl-xL / FITC-Bim BH3 peptide fluorescence polarization | inhibition, % at 10.9 µM | actives 0.7% (n = 320,000) | AID 2129, 2009;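 active = inhibition above the mean of all tested compounds plus 3 SD, cutoff set per campaign, cut at about 30% in these data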;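 note: 0% = DMSO wells and 100% = unlabeled Bim-BH3 peptide competitor; inhibitors lower millipolarization by displacing the labeled peptide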
Target sequence (Q07817 whole entry, looked up): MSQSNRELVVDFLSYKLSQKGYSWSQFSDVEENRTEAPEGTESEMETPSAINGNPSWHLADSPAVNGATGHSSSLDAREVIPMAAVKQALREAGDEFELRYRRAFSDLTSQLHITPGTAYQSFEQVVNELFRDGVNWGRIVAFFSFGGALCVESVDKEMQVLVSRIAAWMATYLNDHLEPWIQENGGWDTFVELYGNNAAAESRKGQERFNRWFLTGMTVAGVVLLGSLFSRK
Yeast superoxide: reduction of superoxide in aged yeast, primary screen, HTS; S. cerevisiae aged cells, superoxide DHE fluorescence; stronger effect = lower value; superoxide response (% of plate mean), % at 10 µM; actives 0.18% (n = 330,000); AID 2690, 2010;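 active = superoxide response under a set limit, about three screen SD below normal, cut at about 65% in these data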;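 note: yeast aged for seven days with compound at 30 °C before DHE staining; 100% = average MFI of all compound-treated wells on the plate with controls excluded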
GLD-1 RNA inh: GLD-1/TGE RNA complex disruptors, primary screen, biochemical, fluorescence polarization. inhibition, % at 5.96 µM. actives 0.44% (n = 320,000). purified GLD-1 + fluorescein TGE RNA;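 active = percent inhibition above a per-plate cutoff, the plate mean of test compounds plus 3 SD, cut at about 30% in these data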;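 note: 0% = DMSO wells with GLD-1 and probe and 100% = wells lacking GLD-1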
MCL1-BIM inh: inhibitors of MCL1 binding to BIM-BH3, primary screen, biochemical, fluorescence polarization; AID 2057, 2009; inhibition, % at 10.9 µM; actives 0.68% (n = 320,000); GST-MCL1 / FITC-Bim-BH3 fluorescence polarization;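 active = inhibition above the mean inhibition of all tested compounds plus 3 SD, set per campaign, cut at about 40% in these data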;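 note: 0% = DMSO wells and 100% = unlabeled Bim-BH3 peptide control; higher means more loss of mP so more displacement of Bim peptide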
GRK2 inh: compounds blocking aptamer binding on GRK2 – biochemical, human GRK2, bead flow cytometry, HTS, primary screen; Beta-adrenergic receptor kinase 1 (Homo sapiens), P25098; FAM-aptamer displacement from GRK2; inhibition of aptamer binding, % at 10 µM; actives 0.59% (n = 330,000); AID 488847, 2010;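 active = inhibition of aptamer binding above 40%, roughly 3 SD of noise, on plates passing a quality check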;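 note: median bead fluorescence of bound FAM aptamer so fluorescent compounds give negative values; no value below 0 was filed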
Target sequence (P25098 whole entry, looked up): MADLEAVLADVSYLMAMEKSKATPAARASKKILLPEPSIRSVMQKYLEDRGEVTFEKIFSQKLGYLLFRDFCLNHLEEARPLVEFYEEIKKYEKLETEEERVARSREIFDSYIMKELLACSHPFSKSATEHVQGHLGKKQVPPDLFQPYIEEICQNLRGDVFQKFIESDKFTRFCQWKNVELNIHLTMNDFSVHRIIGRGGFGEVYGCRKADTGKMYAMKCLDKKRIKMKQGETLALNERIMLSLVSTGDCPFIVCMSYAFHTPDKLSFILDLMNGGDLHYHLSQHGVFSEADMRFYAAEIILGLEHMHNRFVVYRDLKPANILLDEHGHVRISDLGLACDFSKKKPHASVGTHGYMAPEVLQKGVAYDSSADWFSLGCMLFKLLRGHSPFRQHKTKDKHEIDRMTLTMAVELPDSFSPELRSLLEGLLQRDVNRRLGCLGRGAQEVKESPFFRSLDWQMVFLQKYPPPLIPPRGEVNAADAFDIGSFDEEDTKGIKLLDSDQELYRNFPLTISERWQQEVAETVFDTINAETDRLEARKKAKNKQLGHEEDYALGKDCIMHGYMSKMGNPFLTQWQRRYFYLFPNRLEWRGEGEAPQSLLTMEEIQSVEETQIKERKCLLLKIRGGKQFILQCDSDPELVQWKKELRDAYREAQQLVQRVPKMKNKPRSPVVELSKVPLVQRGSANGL
VLA-4 inh: inhibition in human VLA-4 binding assay, primary screen, VLA-4 allosteric modulator project, MLPCN library, flow cytometry, VLA-4 expressing cells; AID 2557, 2010; ligand binding flow cytometry; actives 0.2% (n = 330,000); inhibition, % (about 7 µM as worked out from the volumes in the protocol); Integrin alpha-4 (Homo sapiens), P13612; in the data active = inhibition above about 50%
AGP1 TOR yeast: modulators of AGP1-GFP expression in yeast TOR pathway, primary screen, cell-based, multiplex flow cytometry, S. cerevisiae, MLPCN library; actives 0.02% (n = 320,000); GFP response vs DMSO, % at 10 µM; AID 2066, 2009; 3 h; GFP as percent of DMSO wells;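 active = GFP response relative to DMSO above a set limit, near screen average plus 3 SD, cut at about 150% in these data; inconclusive = fewer than 70 cells counted for the yeast strain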;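 note: median GFP channel fluorescence of the gated AGP1 strain per well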
* hit, by the source's call; ? = inconclusive; / = not tested or not shown; [ ] = another dose, or the depositor's remark. This is a random part of the collection (roughly 2.1% active in at least one column).

SMILES	MEX-5 binding	CIT2 TOR yeast	BCLXL inh	Yeast superoxide	GLD-1 RNA inh	MCL1-BIM inh	GRK2 inh	VLA-4 inh	AGP1 TOR yeast
O=C1NC(c2ccccc2)=C(c2ccc3ccccc3n2)C(c2ccc(F)cc2)N1 (centres undefined)	0.0	106.0	6.8	87.5	2.6	-0.1	0.0	-9.5	103.3
CSc1ccc(/C=C(/NC(=O)c2ccco2)C(=O)N2CCOCC2)cc1	1.6	100.9	3.4	97.5	3.0	1.8	21.0	15.1	101.1
Cc1ccc(-n2ncc3c(=O)[nH]c(SCC(=O)N4CCCc5ccccc54)nc32)cc1	1.3	104.5	1.1	91.8	4.2	-0.5	3.0	-30.5	/
CCc1ccc(Cn2nnc(C(=O)NCc3ccccc3OC)c2N)cc1	-4.4	115.7	0.6	99.7	0.0	-1.1	0.0	32.4	121.1
CCS(=O)(=O)N1CCC(C(=O)NCc2cc(OC)ccc2OC)CC1	-0.1	102.2	2.1	116.8	-4.0	-3.7	0.0	10.5	94.1
CCCCCN(C(=O)CCC(=O)OC(C)C(=O)NC1CCCCC1)c1c(N)n(CCCC)c(=O)[nH]c1=O (centres undefined)	-1.1	99.9	0.7	94.4	-1.0	-1.5	0.0	3.0	105.4
Cc1ccc2c(COC(=O)c3c(C)noc3C)cc(=O)oc2c1	0.4	89.3	-2.5	108.0	-0.2	-9.9	1.0	10.4	94.9
CCCn1nc(C(=O)NNC(=O)CSC(C)C(=O)Nc2cc(C)on2)c2ccccc2c1=O (centres undefined)	-2.9	109.2	6.5	103.0	-0.8	2.0	0.0	-5.8	95.8
Cc1cc(=O)oc2cc(OCC(=O)N3CCC(C(N)=O)CC3)ccc12	2.1	105.8	-1.4	77.6	3.7	-8.1	0.0	18.7	104.2
CCOC(=O)N1CCN(c2c(N3CCN(c4cccc(C(F)(F)F)c4)CC3)c(=O)c2=O)CC1	0.2	/	-1.1	103.3	0.0	4.2	2.0	3.0	98.4
Cc1cc(NC(=O)CSc2nc3cc(Cl)ccc3c(=O)n2CC(C)C)no1	2.2	96.0	0.2	99.5	-3.5	4.1	0.0	10.5	93.7
CC(=O)C1=C(O)C(=O)N(c2cccnc2)C1c1ccc(Cl)cc1 (centres undefined)	0.7	85.1	-2.7	97.5	-2.7	-5.8	2.0	8.9	94.8
O=C(CCCn1cnc([N+](=O)[O-])n1)Nc1ccc(Cl)c(Cl)c1	-0.1	102.0	4.8	127.9	4.0	6.6	3.0	-13.1	98.3
Fc1cccc(Cl)c1CNCc1ccccc1Cl	4.7	92.1	3.9	89.6	2.9	0.7	0.0	4.4	94.2
Nc1ncnc2nc(SCC(=O)Nc3cccc(C(F)(F)F)c3)[nH]c12	-10.5	107.0	-8.5	98.0	2.8	-11.2	0.0	17.3	90.1
Cc1cccc(CCNC(=O)CN(C)S(=O)(=O)c2ccc3c(c2)c(=O)n(C)c(=O)n3C)c1	-2.3	104.1	7.6	103.3	0.8	6.1	2.0	39.4	100.2
CCCNC(=O)NC(=O)COC(=O)CNS(=O)(=O)/C=C/c1ccccc1	-0.3	100.8	4.2	111.4	1.9	4.5	9.0	6.1	106.0
O=C1/C(=C/c2cccc([N+](=O)[O-])c2)CCc2ccccc21	0.1	98.4	-1.9	111.0	7.4	-7.5	1.0	5.7	83.5
Cc1cccc(C(=O)NC(=S)N2CCc3ccccc3C2)c1	-0.9	88.9	3.1	112.2	-4.9	3.1	0.0	1.4	90.1
CN(C)CCNC(=O)C1CCCNC1=O (centres undefined)	0.0	95.4	5.7	104.7	1.1	0.6	4.0	6.9	91.9
CC(=O)c1ccc(N(CC(=O)NC2CCS(=O)(=O)C2)S(=O)(=O)c2ccc(Cl)cc2)cc1 (centres undefined)	/	91.2	-6.6	91.2	2.0	-9.0	0.0	1.9	98.8
Cc1nc2ccc([N+](=O)[O-])cc2s1	-0.2	94.6	1.2	105.0	3.6	-10.2	0.0	10.2	103.8
O=C1OCCC1Sc1nnc(-c2ccco2)o1 (centres undefined)	2.9	102.2	-1.1	101.4	-5.4	1.9	3.0	22.4	107.7
N#CC1=C(N)Oc2n[nH]c(-c3cccnc3)c2C1c1ccc([N+](=O)[O-])o1 (centres undefined)	-6.7	95.6	8.1	104.2	-2.3	14.6	3.0	0.7	111.1
CC(C)CNS(=O)(=O)c1ccc(S(=O)(=O)N2CCN(CCC#N)CC2)cc1	-1.9	97.7	0.7	103.7	6.8	0.7	2.0	5.6	105.5
CCOc1cc(/C=C2\NC(=O)NC2=O)ccc1OC(C)C(=O)O (centres undefined)	2.3	107.3	0.9	103.8	-4.6	-1.7	1.0	0.3	91.5
COC(=O)C1CCN(C(=O)Cc2c(OC)ccc3cc(Br)ccc23)CC1	0.6	90.0	4.2	112.7	5.6	-1.2	2.0	4.8	96.3
CCC(CC)C(=O)Nc1cccc(-c2ccc3nncn3n2)c1	0.3	97.4	7.2	100.7	0.9	6.2	4.0	15.2	102.0
CCN(CC)C(=O)CSc1nnc(SCc2ccc(Cl)cc2)s1	-0.3	94.1	3.8	104.9	-8.0	-2.2	0.0	3.1	98.6
O=C(CCC(=O)c1cccs1)OCC(=O)N1CCN(C(=O)c2ccco2)CC1	-1.6	98.1	3.3	101.5	-2.4	-1.6	1.0	15.8	97.0
Cc1ccc2cc(NC(=O)c3cccc(F)c3)ccc2n1	-0.3	99.6	0.4	87.5	4.7	-1.6	1.0	-5.0	103.2
COC(=O)c1cc(-c2ccc(Br)cc2)on1	-2.2	110.3	4.9	97.0	5.6	1.3	0.0	-17.4	99.8
COc1ccccc1NC(=O)Nc1nnc(CC(=O)Nc2ccccc2C)s1	-2.3	102.2	4.0	108.2	2.3	-6.9	4.0	-2.4	86.6
CC(C)(C)c1ccc(OCC(=O)OCCNC(=O)c2cccnc2)cc1	-1.1	80.2	1.6	95.2	-2.2	3.5	0.0	2.0	86.2
CC(Cn1cncn1)C(=O)N1CCN(S(=O)(=O)c2ccccc2)CC1 (centres undefined)	-2.8	?	4.0	96.2	-0.1	3.5	1.0	1.3	25.3[may fluoresce violet]
CCOC(=O)C1(S(=O)(=O)c2ccc(Cl)cc2)CCN(Cc2ccc(C)cc2)CC1	3.0	85.0	3.5	105.4	2.8	8.9	0.0	9.0	102.6
Brc1ccc(Nc2nc3ccccc3n3nnnc23)cc1	-1.3	95.0	11.7	91.4	2.6	17.2	0.0	-27.2	97.7
C=CCNC(=O)c1ccc(Sc2ccc(C)cc2)c([N+](=O)[O-])c1	1.0	110.1	7.0	84.5	5.3	13.9	0.0	-7.7	70.1
CCCCOc1ccc(OCCCC)c2c1NC1(N2)C(=O)N(C(C)=O)c2ccccc21	-12.7	103.2	9.2	120.3	5.6	6.8	0.0	-14.5	99.4
Cc1ccc(NC(=O)CCC(=O)NNC(=O)C(C)(C)C)c(C)c1	-0.1	110.0	0.2	98.3	4.5	4.2	0.0	0.8	99.1
Cc1cccn2c(=O)c3cc(C(=O)NCC4CCCO4)c(=N)n(CCc4ccccc4)c3nc12 (centres undefined)	?	?	12.2	81.8	-1.0	6.2	2.0	-2.0	?
CC(NC(=O)COC(=O)CCC(=O)c1ccc(Cl)cc1)c1ccccc1 (centres undefined)	/	105.0	/	92.2	3.5	/	1.0	2.8	100.3
O=C(CSc1nc2ccccc2[nH]1)Nc1c(F)cccc1F	6.6	88.7	-11.6	99.3	-6.5	-8.8	3.0	-8.6	94.4
Cc1cc2c(c(=O)n1Cc1ccc3c(c1)OCO3)C(c1cccnc1)C(C#N)=C(N)O2 (centres undefined)	0.1	90.3	11.3	101.2	4.4	7.2	7.0	-5.9	95.8
S=C(Nc1ccc(Br)cc1Cl)N1CCN(c2ccccn2)CC1	-0.4	85.1	1.8	101.6	3.0	11.5	0.0	3.0	94.7
O=C(Cc1ccccc1)NCc1ccccn1	-1.7	92.5	3.4	104.3	4.9	-5.0	1.0	0.1	90.8
O=S(=O)(Cc1ccccc1)NCC1CCCN(Cc2ccc3nonc3c2)C1 (centres undefined)	-0.6	85.4	11.8	93.5	-2.5	1.7	0.0	15.5	98.5
CCC(C)NS(=O)(=O)c1ccc(OCC(=O)N2CCCCC2)cc1 (centres undefined)	1.0	101.9	2.9	85.7	8.2	-3.9	1.0	-13.8	99.1
CCOC(=O)Cn1c(=O)oc2cc(S(=O)(=O)N3CCn4c3nc3ccccc34)ccc21	0.8	107.7	2.8	96.1	8.3	6.0	2.0	2.8	94.8
Cn1nnnc1SCC(=O)NCc1ccco1	-1.3	107.1	1.2	85.6	14.0	2.5	0.0	7.1	104.5
Following part
SMILES	MEX-5 binding	CIT2 TOR yeast	BCLXL inh	Yeast superoxide	GLD-1 RNA inh	MCL1-BIM inh	GRK2 inh	VLA-4 inh	AGP1 TOR yeast
O=C(NCC1CCCN(C(=O)Cc2ccccc2Cl)C1)c1ccc(F)cc1 (centres undefined)	1.1	99.8	1.8	91.8	-9.3	4.3	0.0	-5.0	84.8
COc1ccccc1NS(=O)(=O)c1ccc(Br)s1	1.2	98.3	1.2	102.7	5.3	-3.6	2.0	6.9	81.0
O=C(CSc1ccc(-c2ccccc2)nn1)N1CCN(c2ccccc2)CC1	-1.5	105.8	4.3	107.9	5.7	-4.4	0.0	14.2	102.9
COc1ccc(N2CCN(C(=O)c3ccccc3NC(=O)c3ccccc3)CC2)cc1	-1.8	108.6	1.9	105.4	1.1	37.6	5.0	1.0	91.6
COc1cc(C(=O)NC2CCN(Cc3ccccc3)CC2)cc(Cl)c1OC	1.7	90.3	2.4	88.9	4.6	2.2	0.0	-2.9	89.7
CCOc1ccc(NC(=O)CN(c2ccc(C)cc2)S(=O)(=O)c2c(C)nn(C)c2C)cc1	0.6	96.4	-6.2	108.6	-6.9	-13.8	/	5.4	98.1
CC(=O)Oc1c(C)c(C)c2c(c1C)CCC(C)(CCCC(C)CCCC(C)CCCC(C)C)O2 (centres undefined)	/	94.6	4.9	106.5	6.4	0.5	0.0	-108.1	101.3
CN(CC(CC(=O)Nc1nncs1)c1ccccc1)S(=O)(=O)c1ccc(Br)cc1 (centres undefined)	-0.2	93.9	-1.4	95.8	2.5	-6.0	2.0	11.1	100.1

Reprinted at random: two records from the list, in no set order.
SMILES	MEX-5 binding	CIT2 TOR yeast	BCLXL inh	Yeast superoxide	GLD-1 RNA inh	MCL1-BIM inh	GRK2 inh	VLA-4 inh	AGP1 TOR yeast
O=C(CSc1ccc(-c2ccccc2)nn1)N1CCN(c2ccccc2)CC1	-1.5	105.8	4.3	107.9	5.7	-4.4	0.0	14.2	102.9
COc1cc(C(=O)NC2CCN(Cc3ccccc3)CC2)cc(Cl)c1OC	1.7	90.3	2.4	88.9	4.6	2.2	0.0	-2.9	89.7

High-throughput results: PubChem, several laboratories
